High-throughput results from PubChem.
MRP resist rev: reverses drug resistance mediated by MRP. AID 602. H69AR cells + 2 uM doxorubicin, CellTiter-Glo, 72 h. 85,000 compounds, 0.04% hits. differential viability (reversal), % at 10 µM;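 active = viability drop by adding the cancer drug above about 55%, with treated viability meeting a 40% cutoff, limit read from the data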;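 note: viability without doxorubicin minus viability with 2 µM doxorubicin for each compound; larger differential means the compound sensitizes cells more to doxorubicin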
MRP resist rev cytotoxicity: recorded beside MRP resist rev, whose call it bears; viability, %; H69AR cells, CellTiter-Glo, 72 h; measured here: cytotoxicity without doxorubicin
MRP resist rev with doxorubicin: second read-out of MRP resist rev, no call of its own (marks repeat the call); viability, %; measured here: viability with 2 uM doxorubicin; hits give low values
An asterisk follows results filed as active.

| mol | MRP resist rev | MRP resist rev cytotoxicity | MRP resist rev with doxorubicin |
| --- | --- | --- | --- |
| CC(=O)[C@@]1(O)CC[C@H]2[C@@H]3CC=C4C[C@@H](O)CC[C@]4(C)[C@H]3CC[C@@]21C | 7 | 93 | 85 |
| O=C(CCCn1c(=O)[nH]c2cc(Cl)ccc2c1=O)N1CCC2(CC1)OCCO2 | -5 | 82 | 87 |
| CCCCOCCCn1c(N)c(C(=O)OC(C)COC)c2nc3ccccc3nc21 (stereo not given) | -15 | 56 | 71 |
| CCOC(=O)C1=C(N)OC2=C(C(=O)CCC2)C12C(=O)N1c3c(ccc(C)c32)C(C)=CC1(C)C (stereo not given) | 16 | 82 | 66 |
| C[C@H]1OC[C@@H](C[N+](C)(C)C)O1 | -7 | 95 | 102 |
| Clc1ccc(CSC(Cn2ccnc2)c2ccc(Cl)cc2Cl)cc1 (stereo not given) | -1 | 9 | 10 |

Quoted at random: two compounds from above, in no set order.
| mol | MRP resist rev | MRP resist rev cytotoxicity | MRP resist rev with doxorubicin |
| --- | --- | --- | --- |
| C[C@H]1OC[C@@H](C[N+](C)(C)C)O1 | -7 | 95 | 102 |
| O=C(CCCn1c(=O)[nH]c2cc(Cl)ccc2c1=O)N1CCC2(CC1)OCCO2 | -5 | 82 | 87 |

Of the compounds above, these have a halogen:
| mol | MRP resist rev | MRP resist rev cytotoxicity | MRP resist rev with doxorubicin |
| --- | --- | --- | --- |
| O=C(CCCn1c(=O)[nH]c2cc(Cl)ccc2c1=O)N1CCC2(CC1)OCCO2 | -5 | 82 | 87 |
| Clc1ccc(CSC(Cn2ccnc2)c2ccc(Cl)cc2Cl)cc1 (stereo not given) | -1 | 9 | 10 |

The list is partial; the hit share may differ from the screen's.
